# hK5 inh: inhibitors of human kallikrein 5; Q9Y337; recombinant hK5, fluorogenic AMC substrate cleavage; inhibition, % at 5 µM; 210,000 tested, 0.59% active;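 active = inhibition of 40% or more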;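 also: 0% = enzyme controls without compound and 100% = no-enzyme blanks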
# Target sequence (Q9Y337 67-293 limits assumed): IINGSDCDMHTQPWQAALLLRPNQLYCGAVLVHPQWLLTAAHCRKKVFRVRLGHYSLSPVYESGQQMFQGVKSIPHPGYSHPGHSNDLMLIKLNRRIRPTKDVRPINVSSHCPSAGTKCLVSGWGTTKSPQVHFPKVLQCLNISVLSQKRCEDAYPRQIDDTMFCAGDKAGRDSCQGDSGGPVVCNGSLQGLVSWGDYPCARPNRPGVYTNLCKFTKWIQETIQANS
# Rad51 HR inh: Rad51 (human) homologous recombination inhibition; 200,000 tested, 0.085% active; AID 1385; hRad51 DNA strand exchange, fluorescence dequenching; Q06609; inhibition, % at 10 µM;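 active = inhibition above 40% at the single screening dose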;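 also: 0% = DMSO control wells and 100% = blanks with heterologous ssDNA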
#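 Material: human Rad51–ssDNA filaments; Probe or stimulus: labelled 47-mer dsDNA for strand exchange; Doses: single 10 µM dose; Incubation: 37 °C 15-min filament assembly, 30-min compound preincubation, 15-min exchange; Technique: FRET fluorescence dequenching, excitation 485 nm, emission 520 nm; Measure: Fluorescence-based percent inhibition, control- and blank-normalised; Benchmarks: plate control and blank wells.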
# p97 inhibitor: blocks human p97 ATPase activity; inhibition, % at 8 µM; P55072; 220,000 tested, 0.42% active; recombinant p97 ATPase, Kinase-Glo ATP luminescence, 3 h; AID 1481; in the data active = inhibition above about 15%;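 also: 0% = DMSO vehicle and 100% = wells lacking enzyme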
# FXIIa inh: blocks human coagulation factor XIIa protease activity | purified FXIIa, Boc-QGR-AMC fluorogenic substrate, 2 h | inhibition, % at 5 µM | 220,000 tested, 0.3% active | AID 800; in the data active = inhibition above about 40%;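 also: 0% = enzyme with no compound and 100% = blank without enzyme; many of its hits are not listed in these tables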
# FXIa inh: factor XIa (human) inhibition | P03951 | purified FXIa, Boc-Glu-Ala-Arg-AMC fluorogenic substrate | inhibition, % at 5 µM | 220,000 tested, 0.14% active;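 active = inhibition of at least 40%; inactive = inhibition below 40%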;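 also: fluorescence of freed AMC excited at 355 nm; 0% = enzyme without compound and 100% = no enzyme blank; many of its hits are not listed in these tables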
# 14-3-3 Bad inh: disrupts binding of bovine 14-3-3 zeta to phospho-Bad peptide; P63103; TR-FRET 14-3-3zeta/Dy647-pBad peptide displacement, 1 h; inhibition, % at 21.7 µM; 220,000 tested, 0.71% active;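 active = inhibition above about 70%, limit read from the data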;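 also: 0% = full 14-3-3 plus peptide FRET controls and 100% = background without 14-3-3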
# MDM2 E3 inh: inhibitors of human Mdm2 E3 ubiquitin ligase. Q00987. cell-based MDM2 ubiquitination luciferase reporter, 2 h; 0 = plate control, 100 = twice control, blank-subtracted. signal enhancement, % at 5 µM. 210,000 tested, 0.11% active. AID 1230;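 active = signal enhancement of 30% or more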;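 also: luminescence tracks abundance of the self-degrading MDM2-luciferase fusion protein; higher signal means inhibition of MDM2 E3 ligase activity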
#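 Assay system: mammalian cells stably expressing self-ubiquitinating, self-degrading MDM2 E3–luciferase fusion. Quantity: 2000 cells in each well. Medium: DMEM culture medium. Compound dosing: single-point 5 µM. Timing: cell settling 4 h, compound treatment 2 h, both 37 °C. Technique: luciferase luminescence. Read-out basis: percent signal gain over controls, blank-subtracted. Benchmarks: plate controls and plate blanks.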
# Wee1 degr inh: blocks degradation of human Wee1 kinase | P30291 | HeLa Luc-Wee1K328M stability, luciferase luminescence; 100% = proteasome inhibitor MG132 effect | reporter increase, % at 5 µM | 220,000 tested, 1.2% active | AID 1321;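 active = activation above the mean of all tested compounds plus 3 SD, set per screening run, cut at about 8.8% in these data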;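 also: cells exposed to compound for 20 h before luminescence read; 0% = DMSO alone and 100% = MG132 at 30 µM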
# Target sequence (P30291 whole entry K328M): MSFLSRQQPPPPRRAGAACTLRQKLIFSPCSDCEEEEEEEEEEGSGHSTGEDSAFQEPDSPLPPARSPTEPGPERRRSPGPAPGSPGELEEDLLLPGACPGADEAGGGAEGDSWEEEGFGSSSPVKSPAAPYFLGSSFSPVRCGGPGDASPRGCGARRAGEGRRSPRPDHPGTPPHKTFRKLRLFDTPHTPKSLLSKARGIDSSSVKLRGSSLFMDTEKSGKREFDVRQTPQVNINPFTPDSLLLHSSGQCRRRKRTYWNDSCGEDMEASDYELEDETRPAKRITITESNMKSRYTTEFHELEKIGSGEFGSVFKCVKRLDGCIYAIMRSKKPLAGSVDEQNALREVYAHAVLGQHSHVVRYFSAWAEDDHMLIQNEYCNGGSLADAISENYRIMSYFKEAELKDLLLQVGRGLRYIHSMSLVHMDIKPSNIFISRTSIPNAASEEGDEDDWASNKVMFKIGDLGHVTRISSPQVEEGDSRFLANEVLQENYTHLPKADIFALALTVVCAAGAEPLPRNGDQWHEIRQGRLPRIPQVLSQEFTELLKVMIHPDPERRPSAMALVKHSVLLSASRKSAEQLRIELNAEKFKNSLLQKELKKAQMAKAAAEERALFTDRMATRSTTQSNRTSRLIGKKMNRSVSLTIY
# eIF4E 4G PPI: eIF4E/eIF4G interaction inhibition in translation initiation | P63073+Q04637 | TR-FRET eIF4E-eIF4GI(517-606) binding, 2 h | inhibition, % at 21.7 µM | 220,000 tested, 0.37% active | AID 782;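 active = inhibition above about 30%, limit read from the data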;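 also: 0% = full FRET control wells and 100% = background wells lacking eIF4GI fragment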
# The depositor's hits bear a star; x = not tested or not shown; [ ] = another dose, or the depositor's remark.
no.	mol	hK5 inh	Rad51 HR inh	FXIa inh	eIF4E 4G PPI	14-3-3 Bad inh	MDM2 E3 inh	p97 inhibitor	FXIIa inh	Wee1 degr inh
1	O=C(O)c1cc(-c2cccs2)nn1-c1ccccc1	12	5	0	5	-6	-6	-1	6	0
2	CC(=N[C@@H]1CCCC[C@H]1N=C(C)c1ccccc1O)c1ccccc1O	-8	x	8	1	4	-1	3	15	0
3	COC(C[C@@H]1O[C@@H]1[C@H](O)[C@H](C)OCc1ccccc1)OC	-2	2	-3	-3	-1	13	x	3	x
4	COCCNC(=O)C(c1cccs1)N(C(=O)Cn1nnc2ccccc21)c1ccc(OC)cc1 (configuration not stated)	-7	-5	12	-5	-4[fluorescence artefact?]	-7	-2	20	-1
5	CCOC(=O)c1cc(-c2csc(Nc3c(C)cc(C)cc3C)n2)on1	4	19	12	3	-2	-8	-3	6	0
6	COc1ccc(CCN2C(=S)N(C)C(=O)C2CC(=O)Nc2ccc(F)cc2)cc1 (configuration not stated)	4	20	-10	5	0	-17	5	5	-1
7	O=C1CCCN1CCCNS(=O)(=O)c1ccc(F)cc1F	-3	x	-1	-6	-13	-1	5	0	-3
8	C=CCN(CC=C)Cc1ccc(C(=O)OC)o1	3	5	-4	7	14	-10	-5	3	-1
9	Cc1ccn2cc(C(=O)NC3CCN(Cc4ccccc4)CC3)nc2c1	1	-3	-4	-8	23	-8	1	11	0
10	O=S(=O)(c1ccccc1)C1CON(Cc2ccccc2)C1c1ccccc1 (configuration not stated)	4	8	0	2	-3	-9	2	12	-1
11	COC(=O)CSc1[nH]c2ccc(Br)cc2c1[N+](=O)[O-]	-3	3	-5	2	0	7	4	9	4
12	O=C1C=C(NCc2ccco2)CC(c2ccc(Cl)cc2)C1 (configuration not stated)	-17	-5	-9	-4	-10[fluorescence artefact?]	-14	1	-11	3
13	COc1ccc(OCCC(=O)N2CCOCC2)cc1	-29	13	-7	-3	-12	-7	1	-10	12*
14	Cc1cc(Nc2ncc(Cl)cc2Cl)n(-c2ccccn2)n1	0	4	-7	7	10	-9	6	8	3
15	O=c1[nH]c(CSc2nnc(NCCCN3CCOCC3)s2)nc2cc(Cl)ccc12	-3	-7	-2	3[fluorescence artefact?]	21[fluorescence artefact?]	-21	0	8	-2
16	CC(C)(C)CC(=O)Nc1nnc(-c2cccs2)s1	-3	-5	2	-3	1	-10	7	11	0
17	CCOC(=O)C1CCN(C(=O)c2n[nH]c(=O)c3ccccc23)CC1	-9	-10	0	-5[fluorescence artefact?]	-1[fluorescence artefact?]	-5	-2	15	-2
18	COc1ccc(COCCN2CCN(S(=O)(=O)c3ccc(C)cc3)CCC2=O)cc1	2	1	-3	0	14	x	-2	5	-2
19	N#CC1=C(N)OC2=C(C(=O)CCC2)C1CCc1ccccc1 (configuration not stated)	31	-3	15	x	x	-16	-5	17	0
20	O=C(Oc1cccnc1)c1ccco1	-2	-1	4	-1	81*	12	3	22	-2
21	Cc1c(N2C(=O)/C(=C/C3CC=CCC3)SC2=S)c(=O)n(-c2ccccc2)n1C (configuration not stated)	-3	9	-4	-9	0	x	3	2	-2
22	COc1ccc(N2C(=O)CC(Sc3nc4c(cc3C#N)CCC4)C2=O)cc1 (configuration not stated)	3	16	0	-5	-16	-16	7	4	-3
23	Cc1ccc(N2C(=O)C3C4C=CC(CNC(=S)N5CCN(c6cccc(C)c6)C(C)C5)(O4)C3C2=O)cc1 (configuration not stated)	2	-1	1	0	-7	-2	-1	9	-1
24	CCCc1cc(=O)oc2cc(C)cc(OC(=O)c3ccco3)c12	4	4	30	-9[fluorescence artefact?]	-1[fluorescence artefact?]	1	0	23	-3
25	CCc1cc(C(N)=S)ccn1	x	-7	x	5	3	x	3	x	7
26	O=C(CSc1nc2ccccc2c(=O)n1CCC(=O)N1CCCCC1)NCc1ccccc1	8	-5	8	1	10	-2	1	6	-1
27	CC(=O)NC(=S)Nc1ccc(NC(=O)c2cccnc2)cc1	3	-3	2	-4	-4	-9	0	6	7
28	Cc1cccc(-n2c(-c3ccncc3)n[nH]c2=S)c1C	-10	2	-9	-2	-7	-17	1	-3	2
29	CC1=CS(=O)(=O)CC1Sc1ncn[nH]1 (configuration not stated)	-5	-10	-6	4	50[fluorescence artefact?]	x	4	5	-1
30	CN(C)c1nc(NCc2ccccc2)nc(SCC(=O)Nc2ccc(Cl)c(Cl)c2)n1	5	0	5	-1[fluorescence artefact?]	3	-2	-2	6	-2

# Among those listed so far, four have a Cl atom:
no.	mol	hK5 inh	Rad51 HR inh	FXIa inh	eIF4E 4G PPI	14-3-3 Bad inh	MDM2 E3 inh	p97 inhibitor	FXIIa inh	Wee1 degr inh
12	O=C1C=C(NCc2ccco2)CC(c2ccc(Cl)cc2)C1 (configuration not stated)	-17	-5	-9	-4	-10[fluorescence artefact?]	-14	1	-11	3
14	Cc1cc(Nc2ncc(Cl)cc2Cl)n(-c2ccccn2)n1	0	4	-7	7	10	-9	6	8	3
15	O=c1[nH]c(CSc2nnc(NCCCN3CCOCC3)s2)nc2cc(Cl)ccc12	-3	-7	-2	3[fluorescence artefact?]	21[fluorescence artefact?]	-21	0	8	-2
30	CN(C)c1nc(NCc2ccccc2)nc(SCC(=O)Nc2ccc(Cl)c(Cl)c2)n1	5	0	5	-1[fluorescence artefact?]	3	-2	-2	6	-2

# The listing picks up, repeating the 2 entries before the break.
no.	mol	hK5 inh	Rad51 HR inh	FXIa inh	eIF4E 4G PPI	14-3-3 Bad inh	MDM2 E3 inh	p97 inhibitor	FXIIa inh	Wee1 degr inh
29	CC1=CS(=O)(=O)CC1Sc1ncn[nH]1 (configuration not stated)	-5	-10	-6	4	50[fluorescence artefact?]	x	4	5	-1
30	CN(C)c1nc(NCc2ccccc2)nc(SCC(=O)Nc2ccc(Cl)c(Cl)c2)n1	5	0	5	-1[fluorescence artefact?]	3	-2	-2	6	-2
31	CC1(C)Cc2nc3sc4c(N(CCO)CCO)nnnc4c3cc2CO1	-2	5	-2	1	-8	-10	3	5	-2
32	COc1ccc(NC(=S)N(CCCN2CCOCC2)Cc2ccccn2)cc1	-4	18	-2	1	-9	-8	1	6	2
33	Cc1ccc(C)c(OCCCC(=O)Nc2ccc(N3CCOCC3)cc2)c1	12	0	-6	-4	52	-14	0	6	-2
34	Cn1cc(P(=S)(N2CCOCC2)N2CCOCC2)cc1P(=S)(N1CCOCC1)N1CCOCC1	-1	1	-4	1	-15	-3	3	2	-2
35	COc1ccccc1-c1nc(-c2ccc(C)nc2OC)no1	-9	6	4	1	3	-12	2	12	2
36	Cc1ccc(N(CC(=O)NCc2ccc3c(c2)OCO3)S(=O)(=O)c2c(C)noc2C)cc1	7	1	11	3	1	-6	-7	20	6
37	CCC(=O)NCCc1nc2ccccc2n1Cc1ccccc1	-8	-4	5	3	0	3	2	10	-1
38	CCOc1cc2oc(=O)c3c(c2cc1Cl)CCC3	3	6	9	-2	2	1	4	10	-2
39	Cc1cc(NC(=O)C2CCN(S(=O)(=O)Cc3ccccc3)CC2)ccc1-n1cnnn1	5	-2	-4	-3	9	-5	4	3	3
40	COc1cc(OC)c(NC(=O)c2c(-c3ccccc3)noc2C)cc1Cl	-6	1	2	5[fluorescence artefact?]	8	-5	1	8	0
41	O=S(=O)(NCCc1csc(-c2cccnc2)n1)c1ccc2c(c1)OCCO2	-7	7	3	-5	1	-2	-3	14	-2
42	O=C(Nc1ccc(Cl)c(Cl)c1)N1CC=CCC1	-17	-29	-2	27	-2	1	0	5	1
43	Cc1cc(C)cc(NC(=O)C2CCCN(c3nccc(C)n3)C2)c1 (configuration not stated)	7	1	-4	2	0	-19	-2	-2	0
44	Cc1ccccc1N1CCN(C(=O)c2ccccc2NC(=O)/C=C\C(=O)O)CC1	-8	0	8	-1[fluorescence artefact?]	17[fluorescence artefact?]	4	2	17	-1
45	CC(C)Sc1nc(N2CCCC2)c2c(c1C#N)CC(C)(C)OC2	3	0	2	5	-2	-5	-1	9	-1

# Whole records, looked up by structure. Order of screens: hK5 inh	Rad51 HR inh	FXIa inh	eIF4E 4G PPI	14-3-3 Bad inh	MDM2 E3 inh	p97 inhibitor	FXIIa inh	Wee1 degr inh
# Profile of Cn1cc(P(=S)(N2CCOCC2)N2CCOCC2)cc1P(=S)(N1CCOCC1)N1CCOCC1 → -1	1	-4	1	-15	-3	3	2	-2
# Profile of Cc1ccccc1N1CCN(C(=O)c2ccccc2NC(=O)/C=C\C(=O)O)CC1 → -8	0	8	-1[fluorescence artefact?]	17[fluorescence artefact?]	4	2	17	-1
# Profile of CC1(C)Cc2nc3sc4c(N(CCO)CCO)nnnc4c3cc2CO1 → -2	5	-2	1	-8	-10	3	5	-2
# Profile of O=S(=O)(NCCc1csc(-c2cccnc2)n1)c1ccc2c(c1)OCCO2 → -7	7	3	-5	1	-2	-3	14	-2

# Additional compounds:
no.	mol	hK5 inh	Rad51 HR inh	FXIa inh	eIF4E 4G PPI	14-3-3 Bad inh	MDM2 E3 inh	p97 inhibitor	FXIIa inh	Wee1 degr inh
46	c1ccc(CN2CCN(c3nc(-c4ccccc4)nc4ccccc34)CC2)cc1	-2	x	1	1	-17	x	-3	9	-1
47	CCNC(=S)N(Cc1ccccc1)Cc1nc2ccccc2c(=O)[nH]1	-8	-50	16	7	3[fluorescence artefact?]	-4	4	9	-1
48	COc1ccc(NC(=O)CSc2[nH]c(=O)cc(C)c2C#N)cc1OC	-12	-4	5	-2	10	3	-4	25	2
49	Cc1ccc(C2=CC(C)(c3ccc(C)cc3)Nc3nc(C(F)(F)F)nn32)cc1 (configuration not stated)	-5	1	6	7	-9[fluorescence artefact?]	2	2	8	-1
50	Cc1cccc(Oc2ncnc(N)c2[N+](=O)[O-])c1C	4	1	0	0	-4	-17	3	6	-2
51	CCOC(=O)C1=C(CSc2nc(-c3ccncc3)ccc2C#N)OC(N)=C(C#N)C1c1ccc(OC)cc1 (configuration not stated)	-4	-3	-1	0[fluorescence artefact?]	-7	-6	6	2	0
52	O=C(O)CCN=Cc1c(O)c2ccccc2oc1=O	-2	23	1	-3	-26	4	5	8	0
53	CCN(N=Nc1cccc([N+](=O)[O-])c1)c1cccc([N+](=O)[O-])c1	-1	-8	5	0	3	-16	1	10	3
54	S=C(NN=C1CCN(Cc2ccccc2)CC1)NC1CCCCC1	-8	15	2	-6	-12	-13	3	-1	0
55	CN(C)CC1CCCCC1OC(=O)c1ccc(Cl)cc1Cl (configuration not stated)	-4	12	3	4	10	6	-2	7	5
56	Cc1ccc(C)c(NC(=O)CCC(=O)N/N=C/c2ccc[nH]2)c1	-6	2	-1	-6	-10	-2	2	14	0
57	COc1ccc(O)c(C(=O)c2cnn(-c3ccccn3)c2)c1	-7	3	-5	3	-14	-8	1	1	2
58	CCc1n[nH]c2c1/C(=N\O)CC(C)(C)C2	-6	-11	-4	-1	-6[fluorescence artefact?]	-3	-1	6	-1
